FBA Mtb inh: inhibitors of M. tuberculosis fructose-bisphosphate aldolase | P9WQA3 | purified M. tuberculosis FBA, fluorescence read-out | inhibition, % at 1 µM | 360,000 compounds, 2.3% hits | AID 588726; in the data active = inhibition above about 27%;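 note: 0% = vehicle and 100% = reference inhibitor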
Target sequence (P9WQA3 whole entry, looked up): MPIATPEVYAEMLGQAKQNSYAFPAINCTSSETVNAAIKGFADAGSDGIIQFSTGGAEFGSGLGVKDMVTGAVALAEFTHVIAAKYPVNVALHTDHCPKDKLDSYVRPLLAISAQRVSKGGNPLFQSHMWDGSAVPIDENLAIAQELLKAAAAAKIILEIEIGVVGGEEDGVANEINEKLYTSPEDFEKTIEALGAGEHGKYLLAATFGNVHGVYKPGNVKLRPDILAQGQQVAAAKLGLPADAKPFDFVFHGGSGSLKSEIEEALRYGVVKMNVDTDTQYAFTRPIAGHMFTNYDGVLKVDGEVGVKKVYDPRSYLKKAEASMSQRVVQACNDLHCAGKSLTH
FadD28 FP inh: M. tuberculosis FadD28 bisubstrate binding inhibition | FadD28 bisubstrate probe binding, fluorescence polarization | inhibition, % at 12.5 µM | 360,000 compounds, 0.22% hits; in the data active = inhibition above about 8.5%, passing the limit was not always enough
Mtb BioA inh: blocks M. tuberculosis BioA enzyme activity. purified M. tuberculosis BioA enzyme, plate reader. AID 602481. inhibition, % at 9.99 µM. 360,000 compounds, 0.096% hits; in the data active = inhibition above about 40%
GDH-TPI counter: inhibits GDH-TPI coupling enzymes, artifact for Mtb FBA screen. 360,000 compounds, 1.2% hits. inhibition, % at 4.8 µM. AID 588335. GDH-TPI coupled enzyme counterscreen, NADH absorbance; in the data active = inhibition above about 30%;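 note: 0% = DMSO wells and 100% = wells lacking the enzyme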
Mtb UGM inh: inhibitors of M. tuberculosis UDP-galactopyranose mutase. P9WIQ1. purified UGM, fluorescence polarization probe displacement. inhibition, % at 10 µM. 320,000 compounds, 0.06% hits. AID 504406; in the data active = inhibition above about 10%, passing the limit was not always enough
Target sequence (P9WIQ1 whole entry, looked up): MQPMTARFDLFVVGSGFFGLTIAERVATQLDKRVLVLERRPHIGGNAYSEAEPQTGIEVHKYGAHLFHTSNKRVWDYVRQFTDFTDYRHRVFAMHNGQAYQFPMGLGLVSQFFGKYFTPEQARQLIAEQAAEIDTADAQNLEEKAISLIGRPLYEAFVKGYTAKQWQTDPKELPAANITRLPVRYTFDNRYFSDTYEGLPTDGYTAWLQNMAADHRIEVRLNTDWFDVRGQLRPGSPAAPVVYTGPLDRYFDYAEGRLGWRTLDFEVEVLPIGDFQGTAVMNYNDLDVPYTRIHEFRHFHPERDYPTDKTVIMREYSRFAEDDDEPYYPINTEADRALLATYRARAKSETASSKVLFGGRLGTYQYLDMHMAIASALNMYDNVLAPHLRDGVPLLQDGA
TcdB inh: inhibitors of Clostridioides difficile toxin B glycohydrolase. P18177. TcdB glycohydrolase enzymatic assay, plate reader. inhibition, % at 9.99 µM. 350,000 compounds, 0.24% hits. AID 652162; in the data active = inhibition above about 10%
BH1578 lux ind: inducers of Vibrio cholerae quorum light production without autoinducers. V. cholerae BH1578 lux reporter, luminescence, 6 h. activation, % at 18.7 µM. 350,000 compounds, 0.16% hits; in the data active = activation mostly above about 9.7%, no sharp cut-off; note: not every result past the cut was called active; inactives centre near 0; reference of the scale not given here
PfHsp40 yeast: rescue of PfHsp40-mediated yeast toxicity; S. cerevisiae expressing PfHsp40, growth rescue, ATP luminescence; growth rescue, % at 12.5 µM; 340,000 compounds, 0.68% hits; in the data active = growth rescue above about 28%, passing the limit was not always enough;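 note: yeast W303a lacking pdr1 and pdr3 grown in galactose medium; growth measured after three days at 30 °C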
Yp Topo-I inh: Y. pestis Topo-I inhibition via cleavage products; Y. pestis Topo-I cleavage product accumulation, plate reader; activity, % at 10 µM; 360,000 compounds, 0.064% hits; in the data active = activity above about 50%, passing the limit was not always enough; note: inactives centre near 2
Numbers without * were called inactive; i = inactive; nt = not tested or not shown; & = joins results of further samples.

SMILES | FBA Mtb inh | FadD28 FP inh | Mtb BioA inh | GDH-TPI counter | Mtb UGM inh | TcdB inh | BH1578 lux ind | PfHsp40 yeast | Yp Topo-I inh
CCc1nc(SCc2ccc(F)cc2)[nH]c(=O)c1C#N | 1 | -13 | -4.0 | 2 | 4.0 | 1.7 | i | 1.1 | -7
O=C(NCc1cccnc1)C1CCC(CNS(=O)(=O)c2ccc(Cl)cc2)CC1 (stereo unspecified) | 5 | -3.2 | nt | -7 | 0.6 | 1.2 | i | -0.9 | -4
C=CCC(=O)N1CCCC(CO)(Cc2ccc(F)cc2F)C1 (stereo unspecified) | 0 | -1.5 | -0.1 | 0 | -0.7 | -4.0 | -1.7 | -2.2 | 4
O=C(Nc1cccnc1)/C(N=Nc1ccc(Cl)c(C(F)(F)F)c1)=C(\O)c1ccccc1 | 3 | 2.0 | nt | -3 | 0.0 | nt | -0.1 | -0.6 | -8
CC1CCCCN1S(=O)(=O)c1ccc2c(c1)CCN2C(=O)CCC(=O)O (stereo unspecified) | 1 | -0.4 | -1.9 | 1 | 2.5 | nt | i | -0.1 | 6
Cc1c(NP(=O)(Oc2ccccc2F)Oc2ccccc2F)c(=O)n(-c2ccccc2)n1C | -1 | 4.0 | nt | 1 | 0.8 | 1.6 | -0.4 | 0.3 | 8
O=C(CCCOc1ccc(Cl)cc1)Nc1nncs1 | 1 | -0.5 | -2.7 | 1 | -0.3 | nt | 0.3 | -0.3 | 3
CN1CCN(S(=O)(=O)c2ccc(N(C)Cc3ccc(C(F)(F)F)cc3)c([N+](=O)[O-])c2)CC1 | -4 | -1.8 | -0.5 | 2 | 0.3 | 3.1 | i | 0.2 | 19
Cc1ccc(S(=O)(=O)NCC(=O)OCC(=O)NC2CCCCC2)cc1 | 0 | 0.3 | -0.4 | -9 | 0.2 | 0.7 | i | -0.3 | 2
CCOC(=O)C1=C(O)/C(=C\c2cc(C)n(-c3ccc(F)cc3)c2C)N=C1C | -4 | -3.0 | 4.2 | 6 | -2.7 | -0.1 | -0.9 | 0.2 | -9
O=C1CC(N2CCOCC2)=NN1c1ccc([N+](=O)[O-])cc1 | -8 | -0.3 | nt | 17 | 3.0 | -0.4 | -1.3 | -1.6 | -6
O=C(NCC1CCN(S(=O)(=O)c2ccccc2)CC1)Nc1ccccc1 | -1 | -0.3 | nt | -6 | 0.7 | 0.9 | -0.4 | -0.3 | 8
CCOC(=O)c1ccc(NS(=O)(=O)c2ccc(-c3coc(C)n3)cc2)cc1 | 3 | -1.6 | -1.3 | -7 | 0.1 | -0.7 | -0.5 | 0.3 | -6
CSC(=O)CC(=O)NC(=O)c1ccccc1 | -2 | -0.1 | -1.9 | -3 | 0.2 | nt | -5.3 | -0.1 | 1
O=C(O)CC12CC3CC(C1)CC(n1cncn1)(C3)C2 | -1 | -2.7 | nt | -2 | -0.1 | 0.8 | i | -0.9 | 4
COc1cccc(Oc2ccc(OC)cc2C(=O)O)c1 | -1 | -0.4 | -0.5 | -1 | 4.4 | 1.9 | -0.7 | -0.9 | -5
Cc1ccc(CONS(=O)(=O)c2cc(C)ccc2C)cc1 | 5 | -0.7 | -0.5 | -2 | -4.0 | 0.0 | 1.7 | 9.8 | 21
O=C(NCc1ccccc1)c1ccc(-c2cn[nH]c2)c2ccoc12 | 32* | -4.4 | 0.5 | 10 | nt | 0.2 | -0.6 | nt | 8
S=C(NCCCc1cnc[nH]1)NCCCN(Cc1ccc(Cl)cc1)c1ccc(Br)cn1 | 3 | -3.8 | 0.5 | -12 | nt | 1.6 | -0.4 | nt | -13
O=c1c2c(-c3ccccc3)csc2nc2c3ccccc3c(NCCN3CCOCC3)nn12 | 29* | -25 | nt | 0 | nt | 1.0 | -1.4 | -0.1 | -10

An excerpt from above, showing only FadD28 FP inh.
Structure | FadD28 FP inh
S=C(NCCCc1cnc[nH]1)NCCCN(Cc1ccc(Cl)cc1)c1ccc(Br)cn1 | -3.8
C=CCC(=O)N1CCCC(CO)(Cc2ccc(F)cc2F)C1 (stereo unspecified) | -1.5
CCOC(=O)C1=C(O)/C(=C\c2cc(C)n(-c3ccc(F)cc3)c2C)N=C1C | -3.0
CN1CCN(S(=O)(=O)c2ccc(N(C)Cc3ccc(C(F)(F)F)cc3)c([N+](=O)[O-])c2)CC1 | -1.8

The list goes on:
SMILES | FBA Mtb inh | FadD28 FP inh | Mtb BioA inh | GDH-TPI counter | Mtb UGM inh | TcdB inh | BH1578 lux ind | PfHsp40 yeast | Yp Topo-I inh
CN(C)CCNC(=O)c1cccc(-c2cccc3nncn23)c1 | 71* | -0.7 | 0.5 | 0 | nt | 2.4 | -0.3 | nt | -2
N=c1n(CCCOc2ccc(Br)cc2)c2ccccc2n1CC(N)=O | -2 | -4.7 | 2.6 | -12 | 1.4 | -0.8 | -3.7 | 0.1 | -11
C[C@H](CO)N1C[C@H](C)[C@@H](CN(C)S(C)(=O)=O)Oc2ccc(NC(=O)CCN3CCOCC3)cc2C1=O | 0 | 1.2 | -1.9&-1.2 | 2 | nt | -0.7&2.6 | -1.0 | -0.4 | 7
COC(=O)CSc1nnc(CNC(=O)c2ccc(OC)c(OC)c2)n1C | -1 | -2.4 | nt | -2 | -0.7 | 1.0 | -0.9 | -0.3 | 6
Cc1cccc2c3nc4ccccc4nc3n(CCCN3C(=O)c4ccccc4C3=O)c12 | 2 | -1.8 | -5.1 | 10 | nt | nt | -0.5 | -0.1 | -7
Cc1noc(COc2ccccc2OCC(O)CNC(C)(C)C)n1 (stereo unspecified) | 0 | -2.5 | -1.9 | 2 | 0.0 | nt | i | 0.6 | -3
CN1CCC(N(C)S(=O)(=O)c2ccc(F)cc2F)CC1 | 0 | -3.7 | -1.5 | -4 | 0.8 | 0.6 | -0.5 | -0.5 | 7
COc1cccc(CNC(=O)CC2Sc3ccccc3NC2=O)c1 (stereo unspecified) | 3 | -0.6 | nt | -9 | 1.2 | -2.8 | i | 1.4 | 3
CCOC(=O)N1CCN(C(=O)c2ccc3c(=O)n(-c4ccc(F)cc4)c(=S)[nH]c3c2)CC1 | 5 | 0.8 | -3.2 | -1 | 2.8 | nt | i | -0.7 | -11
Cc1cccc(N(Cc2ccccc2F)S(C)(=O)=O)c1 | 1 | 0.3 | nt | 11 | -0.7 | nt | -0.3 | -0.4 | 7
O=C(CC12CC3CC(CC(C3)C1)C2)NCCN1CCOCC1 | 1 | -3.5 | -0.6 | -2 | 1.4 | nt | -3.3 | -0.7 | 3
Cc1ccc(-c2csc3ncnc(SCC(=O)c4ccc5c(c4)OCCO5)c23)cc1 | 2 | -0.6 | -0.3 | 10 | -4.7 | nt | i | 0.2 | 8
CN(NC(=O)c1c(Cl)cccc1Cl)c1cccc(Cl)n1 | 1 | -3.1 | nt | 0 | -0.1 | 0.9 | i | 1.1 | 12
COc1ccc(CNC(=O)CCC(=O)N2C[C@H]3C[C@H](C2)c2cccc(=O)n2C3)cc1OC | 4 | -2.0 | -1.1 | 10 | 1.1 | nt | -0.6 | -0.9 | 0
Cc1cccc(NC(=S)NC2CC3CCCC(C2)N3CC(C)C)c1 (stereo unspecified) | 0 | -3.0 | 0.9 | 2 | 1.0 | nt | -0.4 | -0.2 | 3
Cc1ccc(S(=O)(=O)N2CCCCC2)cc1NC(=O)COC(=O)Cc1cccc(C(F)(F)F)c1 | 0 | -2.1 | 1.1 | -2 | -3.2 | nt | -0.7 | 1.3 | 16
Cc1cccc(C)c1NC(=O)CNC(=O)C1CCCC1 | -2 | -0.1 | -1.8 | 2 | 2.9 | -1.5 | i | -0.4 | 3
Cc1ccc(C(=O)OCC(=O)NCCC2=CCCCC2)cc1N | 0 | -2.0 | nt | -1 | 4.1 | 0.8 | -0.9 | 0.9 | -2
CC(C)N(C(=O)[C@H]1C[C@H](CC(=O)NCCc2ccccn2)C(=O)N2CCc3c([nH]c4cc(-c5ccco5)ccc34)[C@]12C)C(C)C | 22 | -3.3 | -0.7 | 3 | nt | -1.3 | -0.4 | 2.1 | 27
O=C(O)c1cccc(NC(=S)NC(=O)c2ccncc2)c1 | 3 | -2.8 | -0.4 | 9 | -2.0 | 0.7 | -0.2 | 3.5 | 1
Cn1nnnc1SCc1csc(C2C(C#N)=C(N)OC3=C2C(=O)CCC3)c1 (stereo unspecified) | 0 | -3.5 | 0.7 | 2 | -0.2 | -1.4 | -0.5 | -1.0 | -2
CC(C)c1cc(C(=O)N/N=C/c2ccoc2)cs1 | -1 | -0.1 | 22 | 2 | -1.8 | 0.3 | i | 0.7 | 2
O=c1[nH]c(CN2CCOCC2)nc2cc(Cl)ccc12 | -1 | -0.8 | 0.3 | 4 | 1.3 | 11* | i | -1.2 | 7
CCc1ccccc1NC(=O)C1CCCN1C(=O)Nc1ccc(C)cc1 (stereo unspecified) | 3 | 0.5 | -1.6 | -4 | -4.1 | -0.5 | i | -1.1 | 9
Nc1nc(N)nc(-c2ccccc2O)n1 | -1 | -0.5 | 0.1 | 18 | 0.7 | nt | 1.0 | 0.8 | 3
Cc1ccc(C2=NN(C(=O)CCC(=O)O)C(c3cccs3)C2)cc1 (stereo unspecified) | 0 | -2.3 | 0.0 | -14 | -0.7 | -0.2 | i | 0.1 | 9
COc1ccc(Cc2nnc(-c3ccc(F)cc3)o2)cc1OC | 4 | -0.8 | 1.0 | 5 | 2.8 | 0.2 | -0.3 | 1.4 | 1
COc1ccc(NS(=O)(=O)c2ccc(OCC(=O)N3CCOCC3)cc2)cc1 | 2 | -0.6 | 5.0 | 0 | 0.3 | nt | i | 1.3 | 4
Cc1ccc(S(=O)(=O)N2CCOCC2)cc1NC(=O)C1CC(=O)N(c2ccc3c(c2)OCCO3)C1 (stereo unspecified) | 3 | 0.5 | 1.7 | -4 | -3.2 | -2.2 | 1.8 | -0.2 | 3
CCOc1ccc(OCCSc2nc3ccccc3n2CC(=O)O)cc1 | 1 | -2.2 | -1.7 | 7 | 1.7 | 1.0 | i | -0.3 | 5
COc1ccccc1OCC(=O)N/N=C1/SCC(=O)N1Cc1ccccc1 | 0 | -5.5 | 0.7 | 10 | 0.5 | nt | i | -0.2 | -7
O=C(Nc1ccccc1O)c1cc(S(=O)(=O)N2CCOCC2)ccc1Cl | 1 | 0.5 | -1.3 | 9 | 2.5 | nt | 2.6 | -1.1 | 0
COc1cc(CNc2ccc(N3CCOCC3)cc2)ccc1OCC(=O)NC(C)(C)C | 3 | 0.2 | -0.6 | 0 | -0.3 | 9.7 | -0.1 | 1.2 | 13
CCOc1ccccc1NC(=O)C1CCCN(C(=O)NCc2ccccc2)C1 (stereo unspecified) | 0 | -1.2 | -1.6 | 3 | 1.2 | nt | -0.7 | -0.3 | 8
COc1cccc(OC)c1C(=O)NC(=S)NNC(=O)[C@H]1C[C@@H]1c1ccccc1 | -1 | -3.7 | -0.9 | 5 | 4.6 | 1.7 | 1.6 | 0.8 | -2
COc1ccc(C(=O)Nc2c(-c3cccs3)c(=O)c3ccccc3n2C)cc1 | 1 | -0.3 | nt | 12 | -0.8 | 11* | i | 0.0 | 6
O=C(NCCc1ccc(F)cc1)Nc1ccc2c(c1)OCO2 | -3 | 1.0 | nt | -4 | 3.3 | 0.4 | i | 0.7 | -2
CCNC(=O)C(=O)NCC1OCCCN1S(=O)(=O)c1cccs1 (stereo unspecified) | 1 | 1.0 | -0.7 | 9 | -1.5 | nt | -0.3 | -0.9 | 2
Cc1cccc(-c2ocnc2C(=O)N2CCN(C(=O)c3cccs3)CC2)c1 | 6 | 1.4 | 0.0 | -5 | -0.9 | -0.5 | -0.1 | -0.4 | 5
CC(=O)Nc1ccc(N(C)S(C)(=O)=O)cc1 | 1 | -2.1 | -1.0 | -6 | 3.2 | nt | -0.2 | -0.1 | -1
N#Cc1nc2ccccc2n1OCc1ccccc1 | 1 | -3.1 | -0.9 | 2 | nt | 0.5 | -5.0 | nt | 3
CC(C)C(OC(=O)c1cccs1)C(=O)NCc1ccco1 (stereo unspecified) | -3 | -2.0 | -2.2 | 4 | -1.5 | nt | 1.6 | -0.3 | -2
CCc1ccc(-c2cc(C)no2)cc1S(=O)(=O)NCc1ccccc1OC | 3 | -2.6 | -0.7 | 0 | -1.2 | -0.5 | -2.1 | 0.7 | 12

Screening data: PubChem, several laboratories
